PKA kinase inh: blocks human protein kinase A activity; PKA Kemptide phosphorylation, Kinase-Glo ATP luminescence; inhibition, % at 6 µM; 0.1% of 65,000 active;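 active means inhibition above the screen-wide mean inhibition plus 3 SD, cut at about 21% in these data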; further: many of its hits are not listed in these tables
Jurkat viability: cytotoxic compounds reducing Jurkat cell viability; Jurkat E6.1 viability, ATP luminescence, 48 h; inhibition, % at 4 µM; 1.2% of 56,000 active; AID 463;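 active means inhibition above the mean inhibition of all tested compounds plus 3 SD, cut at about 28% in these data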
JNK3 inh: inhibitors of human JNK3 kinase; P53779; purified JNK3 kinase activity, HTS; inhibition, % at 8 µM; 0.61% of 60,000 active; AID 746; in the data active means inhibition above about 17%;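 further: 0% = DMSO and 100% = reference inhibitor; many of its hits are not listed in these tables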
Target sequence (P53779 whole entry, looked up): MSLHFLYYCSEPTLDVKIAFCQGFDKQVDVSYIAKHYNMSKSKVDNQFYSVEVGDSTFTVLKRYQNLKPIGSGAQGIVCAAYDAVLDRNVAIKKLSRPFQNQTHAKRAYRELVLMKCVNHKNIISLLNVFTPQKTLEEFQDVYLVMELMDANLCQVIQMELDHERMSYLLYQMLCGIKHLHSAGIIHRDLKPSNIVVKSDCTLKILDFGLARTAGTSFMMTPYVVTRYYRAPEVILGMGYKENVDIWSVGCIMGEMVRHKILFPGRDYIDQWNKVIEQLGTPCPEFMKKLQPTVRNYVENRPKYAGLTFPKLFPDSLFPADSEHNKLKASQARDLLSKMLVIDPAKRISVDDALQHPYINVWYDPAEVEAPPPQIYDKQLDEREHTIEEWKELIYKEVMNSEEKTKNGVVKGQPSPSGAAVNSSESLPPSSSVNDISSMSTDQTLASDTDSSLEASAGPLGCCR
MMP-13 inhibitor: inhibitors of human MMP13; MMP-13 fTHP FRET cleavage, Mca fluorescence; inhibition, % at 4 µM; 0.07% of 65,000 active; P45452;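 active means inhibition above the mean of compound-free control plate wells plus 3 SD, cut at about 14% in these data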;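 further: 0% = DMSO wells and 100% = wells with reference MMP-13 inhibitor after basal subtraction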
HEK293 NFkB inh: inhibitors of the PMA/ionomycin-induced NF-kB reporter in HEK293 cells | HEK-293 NF-kB luciferase reporter, luminescence | inhibition, % at 3 µM | 0.21% of 62,000 active;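 active means inhibition above the mean of all tested compounds plus 3 SD, cut at about 40% in these data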;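 further: 0% = stimulated DMSO wells and 100% = 10 µM reference inhibitor 5653914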
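System – HEK-293 cells with stable firefly luciferase reporter driven by four HIV NF-kB elements · Doses – one dose, 3 µM · Schedule – 1 h compound pre-incubation, 16 h PMA/ionomycin at 37 °C · Technique – luminescence from luciferase substrate reagent · Measure – percent inhibition normalized per plate to DMSO and reference-inhibitor controls · Replicates – tested once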
DUSP1 inh: human dual specificity phosphatase 1 inhibition; recombinant MKP-1, OMFP hydrolysis fluorescence; inhibition, %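 (compounds tested at a single concentration somewhere between 10 and 100 µM)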; 0.15% of 65,000 active; AID 374;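 active means inhibition above about 50%, limit read from the data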;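 further: 0% = DMSO max control wells and 100% = wells with enzyme stopped by NaOH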
TNAP act DEA: activates human TNAP at intermediate phosphate acceptor concentration. purified TNAP, CDP-star luminescence, 100 mM DEA, 30 min; active compounds read high; scale: 0 levamisole-inhibited, 1 vehicle-only enzyme. activation factor at 20 µM. 64,000 tested, under 10 active. AID 813;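 active means activation factor of at least 2 at 20 µM, relative to controls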
Cdc25B inh: inhibitors of human Cdc25B phosphatase. P30305. recombinant Cdc25B, OMFP fluorescence Ex485/Em525. inhibition, %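 (compounds tested at 10 µM final in the well)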. 0.1% of 65,000 active. AID 368; in the data active means inhibition above about 50%
Target sequence (P30305 whole entry, looked up): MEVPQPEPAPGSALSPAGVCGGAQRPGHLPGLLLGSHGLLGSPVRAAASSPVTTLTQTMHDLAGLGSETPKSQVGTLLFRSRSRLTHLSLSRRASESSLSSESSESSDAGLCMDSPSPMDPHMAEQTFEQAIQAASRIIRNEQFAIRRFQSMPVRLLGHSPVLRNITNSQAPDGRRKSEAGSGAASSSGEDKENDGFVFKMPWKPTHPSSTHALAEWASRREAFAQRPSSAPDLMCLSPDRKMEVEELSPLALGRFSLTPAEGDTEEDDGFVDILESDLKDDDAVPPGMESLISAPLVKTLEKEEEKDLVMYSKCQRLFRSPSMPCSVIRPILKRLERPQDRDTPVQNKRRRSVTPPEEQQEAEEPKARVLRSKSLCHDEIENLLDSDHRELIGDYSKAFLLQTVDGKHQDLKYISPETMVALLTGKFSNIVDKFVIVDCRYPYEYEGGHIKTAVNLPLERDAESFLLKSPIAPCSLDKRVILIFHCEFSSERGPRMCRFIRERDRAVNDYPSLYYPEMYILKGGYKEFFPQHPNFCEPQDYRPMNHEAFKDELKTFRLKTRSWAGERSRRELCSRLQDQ
ROCK2 blocker: inhibitors of human Rho kinase 2 | purified ROCK2, Kinase-Glo ATP depletion luminescence | inhibition, % at 6 µM | 0.35% of 60,000 active;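 active means inhibition above the screen-wide mean inhibition plus 3 SD, cut at about 18% in these data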;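 further: plate controls were DMSO wells for no effect and Y-27632 control wells after no-enzyme background subtraction for full effect; many of its hits are not listed in these tables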
Starred values were filed as active, the others as inactive; . = no result given; [ ] = another dose, or the depositor's remark.

SMILES	PKA kinase inh	Jurkat viability	JNK3 inh	MMP-13 inhibitor	HEK293 NFkB inh	DUSP1 inh	TNAP act DEA	Cdc25B inh	ROCK2 blocker
CCn1c(COc2ccccc2C)nnc1SCC(=O)NCc1ccccc1	-2	-1	1	-2	6	-6	0.9	-1	7
Cc1cc(C)n(S(=O)(=O)/C=C/c2ccccc2)n1	4	.	-1	0	.	-21	0.8	-1	5
Cc1cc(C)nc(NS(=O)(=O)c2ccc(NC(=O)C3CC(=O)N(c4ccccc4)C3)cc2)n1 (configuration not stated)	2	1	-3	4	7	7	0.9	-1	4
COc1ccc(-n2c(SCC(=O)Nc3ccccc3)nc3c(c2=O)SCC3)cc1	6	-4	2	2	9	36	1	-32	-1
C1CCC(c2nn3c(-c4n[nH]c5c4CCC5)nnc3s2)CC1	9	6	5	-4	8	0	1.8	-1	5
CCOc1ccc(-c2[nH]ncc2-c2ccc(OC)c(OC)c2)c(O)c1	6	92*	12	-6	33	-12	1.3	4	3
CC(C)Oc1ccc(C(=O)N2CCCC2C(=O)O)cc1 (configuration not stated)	-3	2	-1	-5	-5	-3	0.9	5	-3
Cc1cc(C)c(NC(=O)c2ccc(S(=O)(=O)N(C)C)cc2)c(C)n1	6	-4	-4	0	10	22	0.9	-1	10
Cc1ccc(C)c(C(=O)NC2CC(C)(C)NC(C)(C)C2)c1	10	-6	-1	2	18	4	0.9	2	5
CCn1ccnc1C(O)c1ccc(N(C)C)cc1 (configuration not stated)	9	-5	3	2	15	-18	0.9	4	5
CCOC(=O)c1c(C)n(OCc2ccccc2)c2ccc3c(no[n+]3[O-])c12	11	2	3	5	15	-1	0.8	-8	6
CCOC(=O)NC(=O)CSc1nc2ccc(OCC)cc2[nH]1	-1	12	-2	1	14	4	1	-1	-4
COC(=O)c1ccc(OCC(O)CN2C(=O)NC(C)(C)C2=O)cc1 (configuration not stated)	6	-6	3	-7	9	-1	1	-2	6
Cc1nc2ccc(N3C(=O)CCC3=O)cc2[nH]1	5	-4	-1	-4	17	5	0.9	-4	5
Cc1nc(SCC(=O)c2c(C)[nH]c3ccccc23)c2c(=O)n(C)c(=O)n(CC(C)C)c2n1	3	.	.	-1	4	28	0.9	-13	.
COc1cccc(OC)c1/C(O)=C(\C#N)c1nc2ccccc2[nH]1	-8	11	-12	3	6	11	1.1	-2	-8
N#Cc1cc(N)c(Nc2ccccc2)cc1C#N	0	8	10	-7	16	3	0.8	3	-1
Cc1ccc(C2c3sc(=O)[nH]c3SC3C(=O)NC(=O)C32)cc1 (configuration not stated)	5	-10	3	10	15	11	0.8	-22	3
CCCN1Cc2cccc(C(=O)Nc3ccc(CN4CCCC4)cc3)c2C1=O	-3	1	-1	-4	14	-1	0.9	8	15
Cc1cccc(C)c1NC(=O)Cn1cnc2c(=O)n(C)c(=O)n(C)c21	-6	4	0	-2	14	-2	0.9	-8	0
CN1CCN(CCNC(=O)c2cc3c(=O)n(C)c4ccccc4c3n2C)CC1	11	4	-2	-15	4	-9	1	-21	4
Cn1c(SCC(=O)c2ccc(F)cc2)nnc1-c1cnccn1	2	4	-3	2	-5	7	1	-1	-4
Cc1ccc2nc3c(cc(C#N)c(=N)n3CC3CCCO3)c(=O)n2c1 (configuration not stated)	-10	8	5	5	18	0	0.9	-2	-9
O=C(O)c1ccc(Cl)c(S(=O)(=O)N2CCCCCC2)c1	12	-5	0	2	4	5	0.9	-2	2
O=C(Cn1cnc2c(nnn2Cc2ccc(F)cc2)c1=O)N1CCCc2ccccc21	3	-5	6	4	2	1	.	-3	8
O=C(Nc1ccc2c(c1)OCCO2)C1CCN(S(=O)(=O)c2cccs2)CC1	-6	.	.	2	17	13	1	2	.
Cc1ccc(C(=O)CSc2nnc(CNc3nc(-c4ccccc4)cs3)n2C)cc1	-7	-2	-2	1	20	29	0.9	2	-4
COc1cccc(N2CCN(c3ncnc4c3[nH]c3ccc(F)cc34)CC2C)c1 (configuration not stated)	6	.	6	-2	.	-1	0.9	24	7
COc1ccc(S(=O)(=O)N2C3CCC2CC(NC(=O)C2CC2)C3)cc1 (configuration not stated)	4	-6	2	-3	2	-16	1	-6	4
Cc1ccc(-c2noc(CN(C(=O)c3cccc(Br)c3)C(C)C)n2)cc1	-8	2	0	5	10	12	1	-3	1
CCCn1c(=N)n(CC(O)COc2cccc(C)c2)c2ccccc21 (configuration not stated)	3	8	1	3	15	-2	0.9	-8	1
CC(C(=O)N=c1sc2ccccc2n1C)N1C(=O)C2CC=CCC2C1=O (configuration not stated)	8	-3	-2	2	12	-10	1	-18	5
CCCN(C(=O)c1ccccc1N)c1c(C)n(C)n(-c2ccccc2)c1=O	7	-4	3	-3	14	-7	1.1	3	6
NS(=O)(=O)c1ccc(NC(=O)CSc2nnc(-c3cnccn3)n2-c2ccccc2)cc1	0	8	-5	1	2	-3	0.9	-5	-1
COc1ccc(NC(=O)CSc2nc3c(c(=O)n2-c2ccc(C)cc2)SCC3)c(OC)c1	-3	.	.	1	18	13	0.9	2	.
COc1ccc(CNC(=O)C(C)OC(=O)c2cccn2C)cc1 (configuration not stated)	6	2	4	4	2	1	0.8	6	7

Arranged by formula weight (smallest number first): some entries from above
SMILES	PKA kinase inh	Jurkat viability	JNK3 inh	MMP-13 inhibitor	HEK293 NFkB inh	DUSP1 inh	TNAP act DEA	Cdc25B inh	ROCK2 blocker
COc1ccc(CNC(=O)C(C)OC(=O)c2cccn2C)cc1 (configuration not stated)	6	2	4	4	2	1	0.8	6	7
O=C(O)c1ccc(Cl)c(S(=O)(=O)N2CCCCCC2)c1	12	-5	0	2	4	5	0.9	-2	2
Cc1ccc2nc3c(cc(C#N)c(=N)n3CC3CCCO3)c(=O)n2c1 (configuration not stated)	-10	8	5	5	18	0	0.9	-2	-9
Cc1cccc(C)c1NC(=O)Cn1cnc2c(=O)n(C)c(=O)n(C)c21	-6	4	0	-2	14	-2	0.9	-8	0
COc1ccc(S(=O)(=O)N2C3CCC2CC(NC(=O)C2CC2)C3)cc1 (configuration not stated)	4	-6	2	-3	2	-16	1	-6	4
CC(C(=O)N=c1sc2ccccc2n1C)N1C(=O)C2CC=CCC2C1=O (configuration not stated)	8	-3	-2	2	12	-10	1	-18	5
CCCN1Cc2cccc(C(=O)Nc3ccc(CN4CCCC4)cc3)c2C1=O	-3	1	-1	-4	14	-1	0.9	8	15
CN1CCN(CCNC(=O)c2cc3c(=O)n(C)c4ccccc4c3n2C)CC1	11	4	-2	-15	4	-9	1	-21	4
COc1cccc(N2CCN(c3ncnc4c3[nH]c3ccc(F)cc34)CC2C)c1 (configuration not stated)	6	.	6	-2	.	-1	0.9	24	7
O=C(Nc1ccc2c(c1)OCCO2)C1CCN(S(=O)(=O)c2cccs2)CC1	-6	.	.	2	17	13	1	2	.
Cc1ccc(-c2noc(CN(C(=O)c3cccc(Br)c3)C(C)C)n2)cc1	-8	2	0	5	10	12	1	-3	1
O=C(Cn1cnc2c(nnn2Cc2ccc(F)cc2)c1=O)N1CCCc2ccccc21	3	-5	6	4	2	1	.	-3	8
Cc1ccc(C(=O)CSc2nnc(CNc3nc(-c4ccccc4)cs3)n2C)cc1	-7	-2	-2	1	20	29	0.9	2	-4
NS(=O)(=O)c1ccc(NC(=O)CSc2nnc(-c3cnccn3)n2-c2ccccc2)cc1	0	8	-5	1	2	-3	0.9	-5	-1
COc1ccc(NC(=O)CSc2nc3c(c(=O)n2-c2ccc(C)cc2)SCC3)c(OC)c1	-3	.	.	1	18	13	0.9	2	.

(more compounds)
SMILES	PKA kinase inh	Jurkat viability	JNK3 inh	MMP-13 inhibitor	HEK293 NFkB inh	DUSP1 inh	TNAP act DEA	Cdc25B inh	ROCK2 blocker
COc1ccc(-n2nc(C(=O)NCc3ccco3)c3c4ccccc4n(C)c3c2=O)cc1	4	8	-8	6	17	9	0.9	-2	-4
CC(=O)Cc1nsc(NC(=O)C2Cc3ccccc3C(=O)O2)n1 (configuration not stated)	6	-5	6	2	7	-6	0.9	1	7
Cc1ccc(-n2c(Cc3cccn3C)nnc2SCC(=O)NC2CCCCC2)cc1	9	1	-1	3	11	3	0.9	-14	7
O=C(O)C1C2C=CC(C2)C1C(=O)NCc1ccoc1 (configuration not stated)	8	0	1	6	1	10	0.9	-3	5
O=C(C1CC(=O)N(C2CCCC2)C1)N1CCC(Cc2ccccc2)CC1 (configuration not stated)	10	5	-2	4	16	22	1	-12	6
COc1cc(NC(=O)c2ccc(Br)o2)ccc1NC(=O)C(C)C	-2	-2	4	6	13	0	0.9	-7	-1
COc1ccc(Cn2nnc3c(=O)[nH]c(C(=O)NCCc4ccc(F)cc4)nc32)cc1OC	4	-3	-4	6	-3	15	1	-9	1
O=C(CSc1nnc(CNC(=O)c2cccs2)o1)NC1CCCCC1	2	.	.	-1	0	3	1	0	.
CCn1c(C(C)NC(C)=O)nc2ccccc21 (configuration not stated)	6	-3	31*	-2	3	6	0.9	-30	2
O=C(Nc1ccc(OC(=O)c2ccncc2)cc1)c1ccncc1	14	-1	-1	-8	9	3	0.9	-14	16
CCOC(=O)c1cc2c(=O)n3ccccc3nc2n(CCCOC)c1=NC(=O)c1cccnc1	10	.	.	-64[fluorescence artefact?]	16	.	1.1	.	.
CCOC(=O)c1ccc(CNC(=O)C(Cc2c[nH]c3ccccc23)NC(C)=O)o1 (configuration not stated)	3	-4	1	0	4	1	0.9	-10	0
CCN(CC)c1ccc(NC(=O)c2ccc(NC(=O)C3CCCO3)cc2)c(C)c1 (configuration not stated)	1	.	.	6	7	7	1	-10	.
CCOC(=O)c1c(C)[nH]c2ccc(O)cc12	9	5	18*	2	9	-5	0.9	-9	13
O=C(NCc1ccco1)C(c1ccc(F)cc1)N(Cc1cccnc1)C(=O)Cn1nnc2ccccc21 (configuration not stated)	5	0	5	1	15	8	1	5	6
O=C(c1ccco1)N1CCN(S(=O)(=O)c2cccs2)CC1	10	-2	0	1	-5	-13	0.9	-19	7
O=C(Nc1ccccc1N1CCOCC1)c1ccc2ccccc2n1	12	-4	2	1	9	1	0.9	-7	3
CCOCCc1nnc(NC(=O)Cc2ccccc2)s1	8	-3	-1	2	10	3	0.9	1	3
Fc1ccc(-c2nnc3ccc(N4CCc5ccccc5C4)nn23)cc1	-7	3	2	-3	4	24	1	-10	0
Cc1ccc(OCC(=O)Nc2ccc(-c3nnc(-c4ccco4)o3)cc2)cc1	0	9	-1	-76	-18	16	0.8	10	-3
Cc1ccc2cc(CN(CCN3CCOCC3)C(=O)NCc3ccccc3)c(=O)[nH]c2c1C	0	0	1	-6	9	21	0.9	-14	-2
Cc1c(NC(=O)c2coc(=O)c(Br)c2)c(=O)n(-c2ccccc2)n1C	4	.	9	-53	.	-14	0.8	-25	5
C=CCn1c(Cc2csc(N)n2)nnc1SCc1ccc(C(=O)OC)cc1	10	-1	-4	4	6	2	1	-3	6
Cc1ccc(CS(=O)(=O)CCC(=O)NCCCOC(C)C)cc1	5	-2	2	-2	19	-13	1	-11	8
O=C(O)c1cc(=O)c2c(OCC(O)COc3cccc4oc(C(=O)O)cc(=O)c34)cccc2o1	1	.	-1	5	.	-6	0.9	-10	6
COc1ccc(NS(=O)(=O)c2cc(C)ccc2OC)cc1OC	12	-4	4	5	14	11	0.8	2	8

High-throughput results as filed in PubChem.
